Bioassay records (PubChem)
Hep lipid drop: hepatic lipid droplet formation modulation | AML12 mouse hepatocytes, oleate lipid droplets, BODIPY imaging | AID 1656 | inhibition, % at 6.5 µM | 240,000 compounds, 0.4% hits;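 active means lipid droplet intensity inhibited by at least 50%, with more than 500 cells counted; inconclusive means wells with under 300 cells, treated as cytotoxic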
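Material: mouse AML12 hepatocyte cell line, fixed after treatment; Timing: compound with oleate, overnight; Technique: high-content imaging of BODIPY-stained droplets and DAPI nuclei; Probe or stimulus: oleate, 100 µM final; Dosing: compound at 6.5 µM only.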
PMI inhibitors: MPI enzyme activity inhibition – biochemical, fluorescence intensity, coupled assay, primary screen (AID 1209); purified PMI enzyme, coupled fluorescence intensity; higher % means a stronger effect; 190,000 compounds, 0.42% hits; one-dose inhibition, % at 20 µM; IC50 in µM for titrated hits;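 further: plate controls were DMSO vehicle for no effect and wells lacking substrate for full effect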
UTI89 phage lysis: protection from phage-mediated lysis, alamar blue read-out – E. coli UTI89, K1F phage, bacterial capsule biogenesis inhibitors (AID 488966); E. coli UTI89 K1F phage lysis, alamar blue, 2 h; higher % means a stronger effect; 340,000 compounds, 0.02% hits; inhibition, % at 100 µM; hits with a dose series show IC50 in µM;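 active means phage lysis inhibition, versus mean bacterial control, above a set limit; inconclusive means no clear call, values can overlap the other calls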;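 further: capsule biogenesis inhibitors block K1F phage lysis so surviving cells raise fluorescence; higher fluorescence means more inhibition of phage lysis; actives were called in the ten point dose series up to 300 µM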
P. falciparum M1AAP: malaria alanyl aminopeptidase activity blockers – biochemical, fluorogenic H-Leu-NHMec substrate, 1536-well (AID 1445); one-dose inhibition, % at 30 µM; IC50 in µM for titrated hits; 220,000 compounds, 0.42% hits; recombinant M1AAP, H-Leu-NHMec fluorogenic kinetic assay; higher % means a stronger effect;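 active means primary inhibition above the hit cutoff, then over 50% inhibition at one or more dose response concentrations, cut at about 23% in these data, passing the limit was not always enough; inconclusive means conflicting primary data, or primary hits not chosen for dose response; inactive means low primary inhibition, or under 50% at every dose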;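 further: plate controls were DMSO full reaction for no effect and no enzyme background for full effect; strong numbers were not always called active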
Myeloid diff MLP: myeloid differentiation induction; ER-HoxA9 myeloid progenitors, lysozyme-GFP differentiation, flow cytometry; calls only at 10 µM; 360,000 compounds, 1% hits; AID 624256;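 active means normalized GFP-positive differentiation at or above the plate's own cutoff, the solvent-only control mean plus 3 SD; inconclusive means no clear call, values can overlap the other calls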;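 further: cells exposed to compound for four days before flow analysis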
ER stress rescue: protection against thapsigargin-triggered cell killing – 384-well, CSM14.1, ATP luminescence, primary screen (AID 1222) | CSM14.1 thapsigargin-induced death rescue, ATP luminescence; higher % means a stronger effect | cellular ATP content (survival), % at 20 µM; hits with a dose series show EC50 in µM | 190,000 tested, under 10 active;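 active means EC50 below 50 µM in the dose-response confirmation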;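 further: death triggered by thapsigargin at about 15 µM added after 2 h compound pretreatment; cell ATP read after overnight thapsigargin exposure of roughly 18 to 22 hours; normalized against plate controls of thapsigargin alone and 5% DMSO vehicle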
human PMI inhibitors: MPI inhibition at elevated mannose 6-phosphate – biochemical, fluorescence intensity, high mannose 6-phosphate, primary screen (AID 1220). recombinant PMI enzyme, coupled fluorescence intensity; higher % means a stronger effect. inhibition, % at 20 µM, or IC50 in µM where a hit was titrated. 190,000 compounds, 0.66% hits
WT yeast gro inh: growth inhibition of WT yeast, mitochondrial fusion screen | AID 1362 | inhibition, % at 10 µM | 190,000 compounds, 2.1% hits | mitochondrial fusion phenotypic screen, WT strain; in the data active means inhibition above about 58%; tested in S. cerevisiae
TNAP activation fold: stimulation of alkaline phosphatase TNAP activity – biochemical, luminescent, no phosphate acceptor, uHTS, primary screen (AID 1001); purified TNAP, luminescent activation assay, no phosphate acceptor; higher activation fold means a stronger effect; activation fold at 20 µM; hits with a dose series show EC50 in µM; 200,000 compounds, 0.03% hits; in the data active means activation fold from about 3, or a potency from the dose series; inactive means the rest, 99 in 100 with activation fold below about 1.6; further: many of its hits are not listed in these tables
WT yeast gro inh mutant strain: also measured in WT yeast gro inh; calls as there; inhibition, %; mitochondrial fusion phenotypic screen, mutant strain inhibition
Hep lipid drop cells 6.5 µM: second read-out of Hep lipid drop, no call of its own (marks repeat the call); cell count; measured here: cell count, cytotoxicity flag;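 cells counted across two imaged fields per well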
Myeloid diff MLP GFP+ MAC1+ %: also measured in Myeloid diff MLP; calls as there; GFP+ MAC1+ double positive, %; measured here: differentiation confirmed by MAC1 staining
The depositor's hits bear a star; i = inactive; ? = inconclusive; nt = not tested or not shown; & = joins results of further samples; [ ] = dose if it differs, or a comment. Unless noted, no stated cut-off is given here; in the data, active means inhibition above about 50%; inactive means the rest.

SMILES	Hep lipid drop	Hep lipid drop cells 6.5 µM	PMI inhibitors	UTI89 phage lysis	P. falciparum M1AAP	Myeloid diff MLP	Myeloid diff MLP GFP+ MAC1+ %	ER stress rescue	human PMI inhibitors	WT yeast gro inh	WT yeast gro inh mutant strain	TNAP activation fold
Cc1nn(Cc2c(F)c(F)c(F)c(F)c2F)c(C)c1NC(=O)c1c([N+](=O)[O-])c(C)nn1C	1	768	-5%	1.3%	-1%	i	9.7	1.0%	-3%	-2	-1	1
COc1cc(-c2cc(C(=O)Nc3c(Cl)cc(Cl)cc3Cl)c3ccccc3n2)cc(OC)c1OC	31	645	5%	0.6%	3%	i	0.3	-1.9%	6%	28	30	1
COCCCNC(=O)C(Cc1ccccc1)NS(=O)(=O)c1ccc2c(c1)c(=O)n(C)c(=O)n2C (stereo unspecified)	24	661	0%	-0.3%	-3%	i	13	nt	-7%	-5	-8	1.1
O=C(Cn1cnc2ccccc21)Nc1cccc([N+](=O)[O-])c1	3	729	-12%	0.8%	6%	i	1.1	-1.4%	-2%	-12	-18	1
CCOc1ccc(C(C)=O)cc1COC(=O)C1=COCCO1	nt	nt	-8%	-0.3%	5%	i	1.1	-1.8%	-4%	10	16	1
COCCNC(=O)C(=O)N/N=C/c1ccccc1C(F)(F)F	0	702	-5%	-1.8%	7%	i	1.4	-1.9%	-6%	-11	2	1.1
O=C(Nc1ccccc1O)c1cc(S(=O)(=O)N2CCOCC2)c(Cl)cc1Cl	nt	nt	-4%	-0.2%	-6%	i	0.5	2.8%	-7%	4	-18	1
NC1=NC[C@H](Cc2ccc(O)cc2)N1CCc1cc(C(F)(F)F)cc(C(F)(F)F)c1	22	705	nt	?	-1%	i	0.8	nt	nt	nt	nt	nt
CCOCCCN1CN(Cc2ccccc2)CNC1=S	-6	643	6%	0.2%	-1%	i	0.5	-1.5%	-6%	-1	12	1.1
O=[N+]([O-])c1ccc2[nH]c(O)c(N=NC(=S)Nc3cccnc3)c2c1	12	695	nt	0.0%	11%	i	0.5	nt	nt	nt	nt	nt
CCCCCCc1cc2cc(S(=O)(=O)c3ccc(C)cc3)c(=O)oc2cc1O	-32	703	0%	-4.4%	0%	i	2.6	-3.8%	7%	39	-22	1.2
COc1ccc(C(=O)N/C(=C\c2ccc3c(c2)OCO3)C(=O)NCCc2nc3ccccc3[nH]2)cc1	-1	586	-5%	2.9%	2%	i	0.9	-2.0%	-4%	5	-2	1
O=[N+]([O-])c1ccc(N2CCN(CCOc3nonc3-c3ccccc3)CC2)c(Cl)c1	nt	nt	2%	0.2%	-2%	i	9.2	-0.9%	-4%	15	-3	1
Cc1c(C(=O)N2CCOCC2)[nH]c2c1C(=O)CC(c1ccc(Cl)cc1)C2 (stereo unspecified)	nt	nt	7%	0.4%[50 µM]	1%	i	0.8	-1.2%	6%	16	22	1
C=CCOc1ccc(CN(C)CC(=O)N(CC(C)C)c2c(N)n(CC(C)C)c(=O)[nH]c2=O)cc1	5	645	16%	0.9%	7%	i	0.0	-1.6%	18%	-24	-5	1.1
COc1cccc(-c2cc(C(F)(F)F)nc(NCc3ccco3)n2)c1	-26	733	-38%	-0.7%	3%	i	1.2	-2.3%	-57%	14	4	1.1
CCOC(=O)c1ccc(NC(=O)Cn2nnc(-c3ccccc3C)n2)cc1	3	717	28%	1.0%	2%	i	0.6	1.4%	18%	-3	5	1.1
Cc1ccc(NC(=O)C2CC(=O)N(C(C)C)C2)cc1Cl (stereo unspecified)	-12	677	-2%	0.2%	-16%	i	0.0	-1.2%	-7%	7	8	1.1
O=C(C[n+]1cc(-c2ccc(Cl)cc2)n2c1CCC2)Nc1nc(-c2ccc(F)cc2)cs1	2	756	nt	0.2%	10%	i	0.6	nt	nt	nt	nt	nt
COc1ccc(/C=N/NC(=O)C2C3CCCCC32)cc1OC (stereo unspecified)	-3	763	-2%	-0.3%	8%	i	0.6	-7.9%	-7%	5	7	1.1
COc1ccc(C(=O)NNC(=O)Cc2ccc([N+](=O)[O-])cc2)cc1	-3	673	20%	6.2%	-1%	i	0.7	0.9%	8%	15	6	1.2
Cc1cc(C(N)=O)c2ccccc2n1	nt	nt	-2%	0.4%	4%	i	7.9	1.2%	4%	-17	14	1.1
CCc1[nH]nc(C(=O)N2CCCC(CNS(=O)(=O)c3cccs3)C2)c1C (stereo unspecified)	4	727	2%	0.0%	11%	i	0.7	0.0%	-4%	-19	4	0.4
CCOc1ccc2nc(-c3ccc(OC)c(OC)c3)cc(C(=O)O)c2c1	-1	769	10%	1.2%	8%	i	0.6	0.8%	-2%	-16	4	1
CC(C)(C)c1nnc(NC(=O)NS(=O)(=O)c2ccccc2)s1	nt	nt	7%	1.5%	2%	i	0.3	-1.6%	8%	-13	-9	1.1
Remaining list, next part:
SMILES	Hep lipid drop	Hep lipid drop cells 6.5 µM	PMI inhibitors	UTI89 phage lysis	P. falciparum M1AAP	Myeloid diff MLP	Myeloid diff MLP GFP+ MAC1+ %	ER stress rescue	human PMI inhibitors	WT yeast gro inh	WT yeast gro inh mutant strain	TNAP activation fold
CCCCOc1ccc(C(=O)NCC(=O)NCC(=O)OCC)cc1	-8	718	-7%	-0.4%	-1%	i	2.7	-3.3%	-10%	7	-14	1
O=c1cc(NC2CCCCCC2)[nH]c(=O)[nH]1	-1	753	8%	0.4%	2%	i	0.6	0.6%	6%	-4	19	0.9
C=CCn1c(SCC(=O)Nc2nccs2)nnc1-c1ccco1	nt	nt	-5%	-0.6%	7%	i	1.0	1.4%	-6%	3	-7	0.9
Cc1ccc(NC(=O)CSCC#N)cc1	-5	757	-2%	0.3%	3%	i	1.2	1.0%	-5%	1	13	1.1
COC(=O)C1=C(C)NC2=C(C(=O)CC(C)(C)C2)C1c1cn(Cc2ccc(Br)cc2)nc1-c1ccccc1 (stereo unspecified)	nt	nt	14%	3.2%	15%	i	1.1	-1.4%	8%	70*	14*	1.1
CC(NC(=O)C1CCN(S(=O)(=O)c2cc([N+](=O)[O-])ccc2Cl)CC1)c1ccccc1 (stereo unspecified)	-4	557	10%	0.1%	4%	i	0.3	3.3%	-2%	-17	-13	1
CCC(C(=O)N1CCN(C(=O)c2ccco2)CC1)c1ccccc1 (stereo unspecified)	nt	nt	-18%	0.1%	-4%	i	0.7	-2.3%	-10%	nt	nt	1
COc1ccc(C)cc1NC(=O)CSc1nnc(-c2ccco2)n1Cc1ccco1	nt	nt	6%	-0.3%	10%	i	5.4	0.9%	10%	-1	-3	1.1
Cn1cc(CN2CCCC(CO)C2)c(-c2ccc(Oc3ccccc3)cc2)n1 (stereo unspecified)	-2	713	2%	1.2%	14%	i	0.2	1.0%	3%	-15	-10	1.1
Cc1cc(C)n(C(=O)CCCCCCCC(=O)n2nc(C)cc2C)n1	-3	773	4%	0.2%	0%	i	0.6	-0.8%	4%	13	3	1.1
CCCc1cc(=O)[nH]c(SCC(=O)N2N=C(c3ccc(Cl)cc3)CC2c2ccco2)n1 (stereo unspecified)	5	548	26%	-0.1%[50 µM]	3%	i	1.8	-1.6%	9%	1	-21	1
N#CC1=C(N)OC2=C(C(=O)CC(c3ccccc3)C2)C1c1ccoc1 (stereo unspecified)	2	752	-6%	-9.1%	9%	i	0.4	-1.3%	-1%	-9	-20	1
CC(=O)Nc1ccc(OCC(=O)NCc2ccccc2)cc1	4	702	-4%	-0.1%	7%	i	0.6	-1.4%	-2%	1	12	1.1
COc1ccc(OC)c(N(CC(=O)N2CCCCC2)S(=O)(=O)c2ccc(OC)c(OC)c2)c1	-11	701	2%	-0.1%	-1%	i	0.9	-3.2%	-4%	-8	19	1.1
CCC(=O)Nc1ccccc1C(=O)C(=O)Nc1ccccc1	15	670	19%	0.0%	4%	i	0.4	-1.3%	9%	-2	-16	0.9
CC(Nc1cc(N2CCN(S(C)(=O)=O)CC2)ccc1[N+](=O)[O-])c1ccccc1 (stereo unspecified)	-37	661	12%	-1.4%	12%	i	0.2	-1.1%	5%	11	11	1.1
O=C(c1ccc(=O)[nH]c1)N(Cc1ccco1)C1(C(=O)NC2CCCCC2)CCCCC1	-18	665	17%	-0.9%	11%	i	1.8	-0.1%	10%	0	-6	1.1
CCSc1nc(=O)n(-c2ccccc2)c(C)c1C(C)=O	0	671	16%	-0.4%[50 µM]	2%	i	1.2	2.4%	14%	16	23	1.1
CC1=CC(C)C2C(=O)N(CCC[N+](C)(C)C)C(=O)C2C1 (stereo unspecified)	nt	nt	11%	0.5%	8%	i	0.6	0.6%	12%	-21	5	1.1
N#C/C(C(=O)NCc1ccccc1)=C1/SC(Cc2ccc(Cl)cc2)C(=O)N1c1ccccc1 (stereo unspecified)	-6	799	0%	0.2%	1%	i	0.7	-2.2%	7%	4	-7	1
Cc1ccc(CSCC(N)C(=O)O)cc1 (stereo unspecified)	2	676	9%	nt	3%	nt	nt	-0.8%	0%	2	8	1.2
CN(C)C(=O)Oc1cccc([N+](C)(C)C)c1	4&8	683&770	-6%	1.4%&6.0%	7%&2%	i	1.6&2.2	4.2%&0.7%	0%	-1&-5	2&-5	1.1
CCOC(=O)c1c(NC(=O)C(F)(OC)C(F)(F)F)sc2c1CCN(C)C2 (stereo unspecified)	nt	nt	12%	1.4%	10%	i	0.5	1.7%	4%	-6	-9	1.1
CCc1ccc(NC(=O)c2ccc3c(c2)C(=O)N(Cc2ccco2)C3=O)cc1	4	621	-2%	-0.1%	3%	i	1.3	nt	-7%	-1	-3	0.9
Cc1ccccc1NC(=O)Cc1nc(CSc2nnc(-c3ccc4c(c3)OCO4)o2)cs1	-5	647	-1%	0.1%	4%	i	1.4	-1.6%	-2%	-9	-14	1.1
Cc1cc(Cl)ccc1C(=O)C1CCCN(C(=O)CCn2cnnn2)C1 (stereo unspecified)	-11	722	-6%	-0.7%	-1%	i	0.7	-0.8%	-8%	10	9	1
O=C(NNC(=O)c1ccc(Cl)cc1Cl)c1ccncc1	-1	557	0%	4.1%	2%	i	0.6	-1.1%	1%	-16	-8	1.1
CC(=O)N1Cc2ccccc2CC1C(=O)O (stereo unspecified)	-10	808	1%	2.7%	-4%	i	4.6	-1.5%	-1%	19	24	1.1
CCN(CC)S(=O)(=O)c1ccc(Cl)c(NC(=O)COc2ccccc2[N+](=O)[O-])c1	8	625	-2%	0.7%	2%	i	0.1	0.3%	-1%	-24	-13	1.1
